Bioassay records (PubChem)
rCAG binder = molecules binding r(CAG) RNA repeats | r(CAG) RNA repeat, TO-PRO-1 dye displacement fluorescence | inhibition, % at 3 µM | 370,000 compounds, 1.3% hits | AID 651821;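 active = inhibition above the plate cutoff, the mean of all test compounds on that plate plus 3 SD, cut at about 35% in these data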;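 also: 0% = DMSO alone and 100% = 100 µM mitoxantrone as full dye displacement; higher means more dye released from RNA so lower well fluorescence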
ABHD4 inh = inhibits mouse alpha/beta hydrolase domain 4 | Q8VD66 | purified mABHD4, FP-Rh probe fluorescence polarization | inhibition, % at 8.92 µM | 370,000 compounds, 0.54% hits;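 active = inhibition exceeding the mean over every tested compound plus 3 SD, cut at about 30% in these data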;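 also: 0% = plate median of compound wells and 100% = S159A mutant with DMSO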
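assay system = mABHD4 protein | compound dosing = single nominal dose of 8.92 µM, 0.89% DMSO final | read-out basis = percent inhibition of probe binding, normalized to plate controls | schedule = Enzyme–compound pre-incubation 45 min, then probe 60 min, both 25 °C | detection = fluorescence polarization, excitation 525 nm, emission 598 nm, BODIPY TMR filters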
HTRA1 inhibitor = blocks human HTRA1 serine peptidase | recombinant HTRA1, FP-rhodamine activity-based probe, fluorescence polarization | 340,000 compounds, 0.5% hits | AID 504803 | inhibition, % at 5.96 µM; in the data active = inhibition above about 36%;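 also: 0% = enzyme with DMSO and 100% = wells lacking enzyme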
Target sequence (Q92743 whole entry, looked up): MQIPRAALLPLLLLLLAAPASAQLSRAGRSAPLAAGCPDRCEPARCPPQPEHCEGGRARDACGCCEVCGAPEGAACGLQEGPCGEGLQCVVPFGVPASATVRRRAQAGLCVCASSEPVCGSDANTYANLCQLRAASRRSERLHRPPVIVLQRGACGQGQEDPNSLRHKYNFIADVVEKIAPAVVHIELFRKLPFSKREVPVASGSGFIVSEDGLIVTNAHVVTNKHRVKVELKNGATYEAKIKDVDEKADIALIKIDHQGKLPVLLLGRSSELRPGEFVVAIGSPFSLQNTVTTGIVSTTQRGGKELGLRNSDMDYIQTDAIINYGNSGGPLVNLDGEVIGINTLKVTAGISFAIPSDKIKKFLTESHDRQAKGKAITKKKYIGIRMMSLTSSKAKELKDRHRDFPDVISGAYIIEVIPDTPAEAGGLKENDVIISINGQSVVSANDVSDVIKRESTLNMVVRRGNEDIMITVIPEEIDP
Rev-erbA mod = modulators of human Rev-erb alpha DNA binding; activity, % at 10 µM; 370,000 compounds, 0.79% hits; P20393; Rev-erbα–FITC-DNA binding, fluorescence polarization, 90 min;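 active = activity above about 14%, limit read from the data; passing the limit was not always enough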;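 also: 0% = DMSO wells with 35 nM protein and 100% = DMSO wells with 750 nM protein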
PRMT1 inh = PRMT1 (human) inhibition, primary screen. Q99873. recombinant PRMT1, activity-based probe fluorescence polarization. 370,000 compounds, 1.3% hits. inhibition, % at 2.79 µM;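 active = inhibition above about 21% made by adding two undisclosed values, limit read from the data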
Target sequence (Q99873 whole entry, looked up): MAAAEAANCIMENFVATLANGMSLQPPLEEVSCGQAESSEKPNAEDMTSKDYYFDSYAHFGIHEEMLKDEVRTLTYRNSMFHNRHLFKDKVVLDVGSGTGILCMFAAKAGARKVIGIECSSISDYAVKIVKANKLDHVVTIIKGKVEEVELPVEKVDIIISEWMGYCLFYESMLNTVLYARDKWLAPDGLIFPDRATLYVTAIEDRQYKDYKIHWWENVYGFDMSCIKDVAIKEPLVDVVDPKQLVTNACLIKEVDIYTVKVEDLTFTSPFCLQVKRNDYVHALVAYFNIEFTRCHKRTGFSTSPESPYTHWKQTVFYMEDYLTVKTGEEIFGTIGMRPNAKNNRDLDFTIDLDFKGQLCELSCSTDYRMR
TDP2 absorb = blocks human TDP2 phosphodiesterase activity; O95551; AID 720702; recombinant TDP2, T5PNP hydrolysis, p-nitrophenol absorbance 415 nm; inhibition, % at 12.8 µM; 370,000 compounds, 0.34% hits;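 active = inhibition above the mean of all tested compounds plus 3 SD, set per campaign, cut at about 25% in these data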;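 also: 0% = DMSO with enzyme and 100% = buffer with substrate but no TDP2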
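Test system: Human TDP2 enzyme | Reagent: 5 mM T5PNP | Compound dosing: 12.8 µM single point, 1% DMSO | Incubation: Enzyme reaction with compound for 2 h at 37 °C | Technique: p-Nitrophenol epi absorbance | Read-out: % inhibition relative to enzyme-containing and enzyme-free wells | Benchmarks: High control without enzyme, low control DMSO plus TDP2 | Replicates: Singlicate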
LEDGF integ inh = blocks HIV-1 LEDGF/p75-dependent DNA integration. TR-FRET IN-LEDGF/p75 DNA integration, Eu/Cy5. inhibition, % at 3.7 µM. 370,000 compounds, 0.64% hits. AID 743269;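 active = inhibition above the screen-wide mean plus 3 SD, cut at about 13% in these data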;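 also: signal is the Cy5 over europium emission ratio at 671 and 618 nm; 0% = plate median of compound wells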
SIAE primary = blocks human sialic acid acetylesterase; SIAE FP-Rh probe binding, fluorescence polarization; Q9HAT2; AID 1053197; inhibition, % at 9.66 µM; 370,000 compounds, 0.69% hits;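 active = inhibition above a cutoff: mean of compounds within the control limits plus 3 SD of those, cut at about 17% in these data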;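 also: 0% = plate median of compound wells and 100% = probe without SIAE protein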
PG9 binder = small molecules binding HIV-1 gp120 antibody PG9; TR-FRET gp120-PG9 antibody binding; inhibition, % at 6.7 µM; 360,000 compounds, 0.43% hits; AID 624416; in the data active = inhibition above about 8.5%
TCR-CD3 inh = human TCR-CD3 binding inhibition; TAMRA-labeled TCR probe fluorescence, biochemical; inhibition, % at 9.4 µM; 360,000 compounds, 0.37% hits; AID 651800; in the data active = inhibition above about 19%;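 also: recombinant mutant TCR 2C K166C tagged with TAMRA read by polarization; 0% = receptor in buffer alone and 100% = receptor with positive control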
* hit, by the source's call; / = no result given.

Results follow in this order: rCAG binder	ABHD4 inh	HTRA1 inhibitor	Rev-erbA mod	PRMT1 inh	TDP2 absorb	LEDGF integ inh	SIAE primary	PG9 binder	TCR-CD3 inh
- O=C(CSc1nnc(N2CCOCC2)n1-c1cccc(F)c1)N1CCN(c2ccccn2)CC1
    -2	0	7	-1	0	6	1	5	-0.3	9
- CCCCCCCCN1C(=O)N2Cc3ccccc3C2CS1(=O)=O (configuration not stated)
    4	-9	/	1	0	0	-1	-5	/	/
- COc1ccc(CCNC(=O)CN2C(=O)CCSc3ccccc32)c(OC)c1
    -6	-2	0	-1	-2	14	-1	-4	-0.5	2
- CC/C(=N\NC(=S)Nc1ccc(OC)cc1)c1ccc(OC(F)F)cc1
    3	3	-9	5	0	5	3	8	-1.4	8
- O=C(CSc1nc2ccccc2s1)N1N=C(c2cccs2)CC1c1ccc(F)cc1 (configuration not stated)
    9	-17	-44	1	1	6	2	-7	-1.8	0
- CCC(OC(=O)c1cccs1)C(=O)NCc1ccc(C)cc1 (configuration not stated)
    1	2	-15	7	-1	-3	0	-12	-0.4	0
- O=C(COC(=O)C1CCN(S(=O)(=O)c2ccc3c(c2)OCCO3)CC1)Nc1cc(C(F)(F)F)ccc1Cl
    0	3	-10	-2	0	10	-1	-4	-0.2	9
- O=C(CSc1ccccc1)NC1CCCCCCC1
    -2	-3	-9	5	0	7	-1	2	0.4	3
- CCCCNC(=O)C[C@@H]1C[C@]2(C(=O)OCC)CCC3=C2N(CCC3)C1=O
    -2	1	/	-2	-3	-4	2	2	/	/
- CN(C(=O)c1ccccc1Cl)C1CCCCC1
    -2	-4	4	5	-1	8	1	-4	-0.2	-3
- Cc1[nH]c2ccccc2c(=O)c1SC(F)(F)C(F)C(F)(F)F (configuration not stated)
    2	-2	0	-2	1	1	3	-3	0.6	5
- O=C(NC(=S)NCC1CCCO1)c1ccc([N+](=O)[O-])cc1 (configuration not stated)
    0	-5	2	2	-1	-7	-3	-5	-3.2	11
- COc1ccc(C)cc1NC(=O)CN(C)S(=O)(=O)c1cccs1
    -1	6	10	3	-4	0	2	4	1.8	3
- COc1ccc(N2C(=O)C(C)(C)C2c2c(O)ccc3ccccc23)cc1 (configuration not stated)
    -2	-26	-27	0	-2	1	0	4	0.4	-2
- Cc1ccnc(NC(=O)CCC(=O)N(CC(=O)NCCc2ccccc2)c2ccccc2F)c1
    -9	1	-7	-3	3	1	-6	-1	-1.0	-6
- CC(C)CN(CC(C)C)C1=N/C(=C\c2ccco2)C(=O)N1c1ccccc1
    4	-2	2	6	8	-3	1	0	1.6	1
- Cc1noc(NS(=O)(=O)c2ccc(NC(=O)c3oc4ccc(Cl)cc4c3C)cc2)c1C
    88*	-13	-27	2	2	6	3	-12	-1.3	9
- Cc1ccc(CN2CCCCC(NC(=O)c3ccc(-c4ccccc4)cc3)C2=O)cc1 (configuration not stated)
    7	-17	/	14	1	-4	-1	-3	/	/
- O=C(CN(Cc1ccccc1Cl)C(=O)c1csnn1)NCc1ccc2c(c1)OCO2
    -2	5	-3	-5	-2	-5	3	0	-1.4	1
- Cc1ccc(NC(=O)CN(C)C(=O)c2cccc(S(=O)(=O)N3CCc4ccccc4C3)c2)cc1
    4	-2	-1	-2	-2	2	1	0	-1.6	4
- CCOc1ccc(-n2c(SCC(=O)Nc3ccc4c(c3)OCCO4)nnc2-c2ccncc2)cc1
    2	-3	/	3	-5	2	1	-2	/	/
- CC(Oc1ccc2c(-c3ccccc3)cc(=O)oc2c1)C(=O)NCCN1CCOCC1 (configuration not stated)
    -2	5	-3	-7	-1	-11	-1	4	-1.4	0
- CCCNC(=O)N1CCN(S(C)(=O)=O)CC1
    3	6	-6	-1	2	-16	0	-5	1.0	10
- CC(=O)OC[C@@H]1CN(Cc2ccccc2)C[C@H](n2cnc3c(N4CCN(c5ccccc5)CC4)ncnc32)O1
    7	-5	/	-2	2	-2	-3	3	0.0	11
- O=C(Nc1cccc([N+](=O)[O-])c1)C1C2CCCCC21 (configuration not stated)
    0	-8	-5	3	-5	6	8	6	-1.9	-3
- CCc1cc2cc(C)cc(C)c2nc1SCC(=O)N1CCCC1
    2	-48	2	58*	-3	-12	1	3	1.2	-4
- Cc1ccccc1CS(=O)(=O)CC(O)CN1CCCC1=O (configuration not stated)
    0	4	-1	-1	0	18	-1	-9	0.4	2
- CC1CC(=O)N(CC(=O)Nc2ccc(F)cc2F)c2ccccc2S1(=O)=O (configuration not stated)
    -4	2	9	5	2	0	-7	-7	1.6	-5
- CC(C)C[C@H]1COc2cc(N3CCN(Cc4ccccc4F)CC3)ccc2S(=O)(=O)N1
    1	-4	/	2	4	-2	0	-6	-0.6	4
- Cn1ncc(C#N)c1/N=C/N1CCCCC1
    -4	8	3	-2	-1	-2	-2	-3	-0.2	-2
- CCOC(=O)CCNC(=O)N1CCCC(Cc2ccccc2)(C(=O)OCC)C1 (configuration not stated)
    -5	1	2	-4	-5	-7	-1	-1	-4.2	-8
- CCc1cc(=O)oc2c3c(cc(OCC(=O)N[C@H](C(=O)O)[C@H](C)CC)c12)OC(C)(C)CC3
    29	0	-1	-1	-1	0	-1	0	-1.8	7
- Cc1nc(N)c2c(Cc3cccc4ccccc34)nn(C(C)(C)C)c2n1
    4	-12	-15	1	1	-16	-3	-2	3.1	3
- Cc1noc(C)c1C(=O)OCC(=O)NC(=O)NC12CC3CC(CC(C3)C1)C2
    -4	0	0	-3	3	0	-6	-9	2.0	-3
- COCCSc1nnc(NC(=O)c2ccc(NC(=O)C(C)C)cc2)s1
    -4	0	0	-3	-2	4	9	1	-1.3	2
- O=S(=O)(c1cc(Br)c(Cl)s1)N1CCCC1
    -4	-4	/	7	5	1	-2	1	-0.8	-2
- Nc1c(S(=O)(=O)c2cccs2)c2nc3ccccc3nc2n1/N=C/c1cccc(O)c1
    12	-4	-156	4	1	2	1	-98	0.6	4
- O=C(NCc1ccccc1)c1cc[n+]([O-])cc1
    -1	3	1	1	-1	-6	1	15	0.8	0
- CN(N=O)c1ccc(CC2CCc3ccccc32)cc1 (configuration not stated)
    4	-10	-12	2	9	-4	8	0	3.8	-5
- Cc1nn(-c2ccc(C(=O)N3CCN(S(=O)(=O)c4ccccc4C(F)(F)F)CC3)cc2)c(C)c1Cl
    4	-1	-3	0	-1	-7	-2	-1	-2.2	4
- CCn1cc(C2=NOC(C(=O)Nc3cccc(C(C)=O)c3)C2)c(C)n1 (configuration not stated)
    -6	0	3	3	0	4	1	1	1.3	-6
- CC(C)(C)c1cc[n+](CC(=O)Nc2cc(C(F)(F)F)ccc2N2CCOCC2)cc1
    -7	3	-5	0	-7	14	1	-6	-0.6	-6
- Cc1ccc(C(=O)Nc2c(C)cc(-c3ccc(Cl)cc3)oc2=O)cc1
    5	-2	1	-1	-1	-8	4	-2	0.9	-1
- COc1cc(/C=N\Nc2nc3ccccc3o2)cc(OC)c1OC
    -1	3	-8	1	0	-3	-2	4	0.8	-7
- COc1ccc(NC(=O)CSc2nnc(C3CCCCC3)n2N)cc1
    0	-14	-1	-4	6	-5	6	-6	2.2	-3

Structures listed above marked active in Rev-erbA mod.
Structure | HTRA1 inhibitor | Rev-erbA mod | PRMT1 inh | TDP2 absorb | LEDGF integ inh | SIAE primary | PG9 binder | TCR-CD3 inh
CCc1cc2cc(C)cc(C)c2nc1SCC(=O)N1CCCC1 | 2 | 58* | -3 | -12 | 1 | 3 | 1.2 | -4

Continued:
Results follow in this order: rCAG binder	ABHD4 inh	HTRA1 inhibitor	Rev-erbA mod	PRMT1 inh	TDP2 absorb	LEDGF integ inh	SIAE primary	PG9 binder	TCR-CD3 inh
- CC(OC(=O)CCC(=O)c1cccs1)C(=O)Nc1ccc(Cl)cn1 (configuration not stated)
    -5	-6	5	2	0	-7	-1	-4	0.9	1
- COc1cc(C(=O)NC2CCCCN(Cc3cccc(Cl)c3)C2=O)cc(OC)c1OC (configuration not stated)
    -4	0	/	-4	-2	10	2	-1	/	/
- CCOC(=O)CNC(=O)CSc1nc2ncc(Br)cc2[nH]1
    -1	-4	1	4	7	-4	2	-2	3.1	-2
- CCCCn1c(N)c(N(Cc2ccccc2OC)C(=O)c2cc(CC)c(C)s2)c(=O)[nH]c1=O
    10	-1	-2	3	2	-5	1	1	-2.5	2
- O=C(CN1Cc2ccccc2C1=O)Nc1ccc2c(c1)OCCO2
    2	-9	6	2	0	-24	1	2	-0.1	-8
- COc1cc(OC)c(C(=O)NCc2ccc3c(c2)OCO3)cc1OC
    -4	-2	6	3	-2	7	0	2	1.4	0
- O=c1oc(CCO)cc2ccccc12
    4	-1	2	-4	0	4	1	-8	-0.3	0
- C/C(=N\NC(=O)c1cc(C)nc2ccccc12)c1ccc([N+](=O)[O-])cc1
    1	-10	-2	-7	4	-11	-5	-8	-0.7	-6
- O=C(Cn1cnc2c(oc3nc4c(cc32)CCCC4)c1=O)Nc1ccccc1
    15	-3	-4	10	4	-7	0	-12	1.9	-1
- COc1ccc(F)c(CN2CCCC(CNS(=O)(=O)c3cccc4cccnc34)C2)c1 (configuration not stated)
    1	-14	-3	2	3	-21	-3	-7	-0.1	-3

Among those listed so far, these have a thiophene ring, fused or not.
Results follow in this order: rCAG binder	ABHD4 inh	HTRA1 inhibitor	Rev-erbA mod	PRMT1 inh	TDP2 absorb	LEDGF integ inh	SIAE primary	PG9 binder	TCR-CD3 inh
- O=C(CSc1nc2ccccc2s1)N1N=C(c2cccs2)CC1c1ccc(F)cc1 (configuration not stated)
    9	-17	-44	1	1	6	2	-7	-1.8	0
- CCC(OC(=O)c1cccs1)C(=O)NCc1ccc(C)cc1 (configuration not stated)
    1	2	-15	7	-1	-3	0	-12	-0.4	0
- COc1ccc(C)cc1NC(=O)CN(C)S(=O)(=O)c1cccs1
    -1	6	10	3	-4	0	2	4	1.8	3
- O=S(=O)(c1cc(Br)c(Cl)s1)N1CCCC1
    -4	-4	/	7	5	1	-2	1	-0.8	-2
- Nc1c(S(=O)(=O)c2cccs2)c2nc3ccccc3nc2n1/N=C/c1cccc(O)c1
    12	-4	-156	4	1	2	1	-98	0.6	4
- CC(OC(=O)CCC(=O)c1cccs1)C(=O)Nc1ccc(Cl)cn1 (configuration not stated)
    -5	-6	5	2	0	-7	-1	-4	0.9	1
- CCCCn1c(N)c(N(Cc2ccccc2OC)C(=O)c2cc(CC)c(C)s2)c(=O)[nH]c1=O
    10	-1	-2	3	2	-5	1	1	-2.5	2

Some of the compounds tested; rates above refer to the full screens.
